Wnt bcat act: Wnt/beta-catenin pathway activators, primary screen, cell-based, plate reader, single point | Wnt/beta-catenin reporter cell assay, activator | activation, % at 9.35 µM | hit rate 1.2% among 300,000 | AID 743398, 2014; in the data active means activation above about 30%, passing the limit was not always enough;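 further: 0% = neutral control wells and 100% = positive control wells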
phage Ecoli inh: growth loss of phage-infected E. coli, primary screen, RecBCD inhibitor project, absorbance, with phage, HTS; inhibition, % at 11.9 µM; hit rate 0.26% among 360,000; in the data active means inhibition above about 11%
* marks the source's active call; other numbers are inactive results. Only part of the results is shown; the hit share may differ from the screen's.

Wnt bcat act	phage Ecoli inh	SMILES
-3.2	2.4	CCc1nc2ccc(C(=O)NCCC(C)C)cn2c1N(C)Cc1ccc(OC)cc1
0.4	-0.6	CN1CCN(C(=O)c2ccc(-c3cc4nc(NCc5cccnc5)n(C)c(=O)c4s3)cc2)CC1
-4.0	2.4	O=C(NCc1ccccc1)C(c1ccc(C(F)(F)F)cc1)n1c(=O)c(-c2ccccc2)nc2ccccc21 (stereo not drawn)
-15.7	3.8	COC(=O)[C@]12C[C@H](CC(=O)NCc3ccc(OC)c(OC)c3)C(=O)N(CCC3=CCCCC3)C1=C[C@H](C(C)(C)C)O[C@@H]2C
0.6	2.6	CC1(Cc2ccccc2Cl)C(=O)Nc2ccc(OC(F)(F)F)cc21 (stereo not drawn)
-2.6	1.1	CC(=O)Nc1ccccc1-c1cccc2nccn12
-1.0	0.3	CC(=O)Nc1cccc(-c2cc(NC(C)=O)c3ncc(-c4ccc(C(C)=O)cc4)n3c2)c1
-10.2	2.4	COc1cc(C2c3cc4c(cc3C3OC(=O)C2C3CO)OCO4)cc(OC)c1OC (stereo not drawn)
-2.0	0.9	C/C=C/c1cccc(-c2nc(C(=O)N3CCN(C)CC3)cc3c2[C@@H](CCO)N(C(=O)NC(C)C)C3)c1
3.0	1.1	OC(c1ccc2c(c1)OCO2)c1ncc(-c2cccc(C(F)(F)F)c2)[nH]1 (stereo not drawn)
-2.6	0.2	CCN1C(=O)[C@H]2[C@@H](c3ccc(C(F)(F)F)cc3)N[C@]3(CCCN(CC4CCCCC4)C3=O)[C@H]2C1=O
-2.9	-0.6	CCCCOCCCNC(=O)C[C@@H]1C[C@@]2(C(=O)OC)CC(C)(C)CC=C2N(CCc2ccc(OC)c(OC)c2)C1=O
-3.0	4.0	C[C@@H]1CCCCO[C@@H](CN(C)Cc2ccc(C(F)(F)F)cc2)[C@@H](C)CN([C@H](C)CO)C(=O)c2cc(N(C)C)ccc2O1
0.7	3.0	CC1=C(C(=O)N(C)C)CC(CC(=O)NC(c2ccccc2)c2ccccc2)C(=O)N1Cc1ccccc1 (stereo not drawn)
-2.7	5.1	Cc1ccc(S(=O)(=O)Nc2ccc3c(c2)C(=O)N([C@H](C)CO)C[C@H](C)[C@@H](CN(C)C(=O)NC2CCCCC2)OCCCC[C@@H](C)O3)cc1
-3.5	23.9*	O=C1C=CC(n2cc(F)c(=O)[nH]c2=O)O1 (stereo not drawn)
1.5	2.4	Cn1c(=O)oc2cc(S(=O)(=O)Nc3ccc(C(=O)O)cc3)ccc21
37.0*	3.0	NC(=S)c1ccc(OCCCc2ccccc2)cc1
1.2	1.7	COc1cc(C(=O)O)ccc1OCc1ccccc1
-0.5	1.5	O=C(NCCN1CCC(n2c(=O)[nH]c3ccccc32)CC1)c1ccccc1Cl
-1.9	0.5	CCOC(=O)C1(c2ccccc2)CCCNC1=O (stereo not drawn)
-1.5	2.3	Cc1cn([C@H]2C[C@H](O)[C@@H](CNCc3cc(Cl)ccc3OCc3ccc(Cl)cc3)O2)c(=O)[nH]c1=O
-3.3	0.9	O=C(NC(c1ccc(Cl)cc1)c1cnccn1)C1CCN(Cc2ccc(Cl)cc2)CC1 (stereo not drawn)
3.7	1.6	CC1(C(=O)N2Cc3ccccc3C2)CCN1C(=O)C1(c2ccccc2)CC1 (stereo not drawn)
-5.0	-0.9	COc1ccc(-c2nc3c(C)cc(Br)cn3c2Cc2ccccc2C(F)(F)F)cc1OC
0.7	2.9	COCCNC(=O)C1(C)CCCN(C(=O)c2ccc(C(=O)OC)cc2)C1 (stereo not drawn)
0.7	0.6	CN(C)c1ccc(-c2ccnc3c2CC(C)(C(=O)NCc2ccncc2)O3)cc1 (stereo not drawn)
-2.2	2.6	C=CCOc1ccccc1CNn1c(C)n[nH]c1=S
-1.3	-0.2	CC(=O)c1cccc(NC(=O)C2Cc3c(-c4cccc(F)c4)ccnc3O2)c1 (stereo not drawn)
-0.3	0.6	COc1ccc(C(O)c2nc(-c3ccc(C)c(C)c3)cs2)cc1 (stereo not drawn)

Reprinted from the part before: 3 compounds, then new ones.
Wnt bcat act	phage Ecoli inh	SMILES
-2.2	2.6	C=CCOc1ccccc1CNn1c(C)n[nH]c1=S
-1.3	-0.2	CC(=O)c1cccc(NC(=O)C2Cc3c(-c4cccc(F)c4)ccnc3O2)c1 (stereo not drawn)
-0.3	0.6	COc1ccc(C(O)c2nc(-c3ccc(C)c(C)c3)cs2)cc1 (stereo not drawn)
-4.4	3.4	Cc1cc(O)cc(=O)n1-c1cc(C(F)(F)F)cc(C(F)(F)F)c1
-1.1	-2.0	COCCNC(=O)C1(C)CCCN(C(=O)c2ccccc2OC(F)(F)F)C1 (stereo not drawn)
-7.2	1.5	CC(C)C1C(=O)N(Cc2cn(CC3CCCCC3)nn2)CCS(=O)(=O)N1Cc1ccc(-c2ccc(Cl)cc2)cc1 (stereo not drawn)
0.0	0.8	CC(C)N(C[C@@H]1CSCCS(=O)(=O)N1)C1CCCCC1
-2.0	3.6	COc1ccc(OC)c(C(O)c2ncc(-c3ccccc3Cl)[nH]2)c1 (stereo not drawn)
-1.8	4.8	COc1ccc(Cn2cc(CN3CC(N4CCN(CCO)CC4)CS3(=O)=O)nn2)cc1 (stereo not drawn)
-2.4	0.6	Cc1nc(NC(=O)c2ccccc2)sc1-c1cc(C(=O)O)nn1Cc1ccccc1
-0.9	0.8	COc1ccc(C(=O)NCC[N+](C)(C)C)cc1
-1.2	1.6	CC1(C(=O)NC2CCCC2)CCC(=O)N1C1CCN(Cc2ccccc2)CC1 (stereo not drawn)
-2.5	2.3	N#Cc1cnn(-c2ccc([N+](=O)[O-])cc2[N+](=O)[O-])c1N
-2.0	3.4	COc1ccc(-c2csc(C(O)c3ccc(F)c(OC)c3)n2)cc1 (stereo not drawn)
-3.0	0.1	COCCNC(=O)C1CCCN(C(=O)COc2ccc(C(C)(C)C)cc2)CC1 (stereo not drawn)
-4.1	3.8	Cc1cccc(C)c1-n1nnnc1C1(C)CCC(=O)N1C1CC1 (stereo not drawn)
-1.0	-1.2	CCOC(=O)[C@]12CCCC=C1N(Cc1ccc(Cl)cc1Cl)C(=O)[C@H](CC(=O)N1CCCC1)C2
-0.5	3.9	COC(=O)[C@H]1C[C@@]2(O)CN(S(=O)(=O)c3ccc(C)cc3)C[C@@]2(OC(=O)NCc2ccco2)C[C@H]1C(=O)OC
-1.0	-0.9	CCOC(=O)[C@]12CCCC=C1N(Cc1ccccc1)C(=O)[C@H](CC(=O)NCC1CCCCC1)C2
-2.9	3.5	COc1ccc(NC(=O)c2cccc(S(=O)(=O)N3CCc4ccccc43)c2)c(OC)c1
-3.8	-1.0	O=C1C(=Cc2cn(-c3ccccc3)nc2-c2ccc(OCc3ccccc3)cc2)SC(=S)N1CCS(=O)(=O)O
0.0	-0.4	CC(=O)NC(c1ccc(F)c(F)c1)c1nc(-c2cnc3ccccc3c2)cs1 (stereo not drawn)
-1.4	2.8	CCCC1NC(=O)c2cccnc2-n2c1nc1ccc(Cl)cc1c2=O (stereo not drawn)
-1.1	3.6	COC(=O)[C@]12C[C@H](CC(=O)NCCCN3CCCC3=O)C(=O)N(Cc3ccc4c(c3)OCO4)C1=C[C@H](COCc1ccccc1)O[C@@H]2C
-2.0	1.9	Cc1ccc([C@H]2C[C@H](O)[C@@H](n3cc(C4CC4)nn3)CN2C(=O)C2CCCCC2)cc1
-2.0	2.3	OCC[C@@H]1C[C@H](O)[C@@H](O)[C@@]2(OCc3cc(Cl)ccc32)O1
-1.8	1.6	CCOC(=O)[C@]12CCCC=C1N(CCc1ccc(OC)c(OC)c1)C(=O)[C@H](CC(=O)NCC13CC4CC(CC(C4)C1)C3)C2
0.6	4.7	CCn1c(SCC(=O)N2CCCC2=O)nc2ccccc21
-1.6	1.3	CCCc1c(-c2ccc(F)cc2)ncn1Cc1ccccc1OC
0.3	3.5	CCN(CC)C(=O)C1=C(C)N(Cc2ccc(OC)cc2)C(=O)C(CC(=O)NCc2ccco2)C1 (stereo not drawn)
-1.9	3.2	CC1(C(=O)NS(=O)(=O)c2ccccc2)CCN1C(=O)Cc1ccc(Cl)cc1Cl (stereo not drawn)
-5.2	1.5	CCOC(=O)C1(C)CCCN1C(=O)c1cccc2ccccc12 (stereo not drawn)
-6.7	2.1	O=C(CCCN1C(=O)/C(=C/c2ccc(F)cc2)SC1=S)Nc1ccc(C(=O)O)cc1

Entries of single compounds, quoted from the list. Order of values: Wnt bcat act	phage Ecoli inh
`COc1ccc(Cn2cc(CN3CC(N4CCN(CCO)CC4)CS3(=O)=O)nn2)cc1` (stereo not drawn) in the list: -1.8	4.8
`CCN(CC)C(=O)C1=C(C)N(Cc2ccc(OC)cc2)C(=O)C(CC(=O)NCc2ccco2)C1` (stereo not drawn) in the list: 0.3	3.5
`CCn1c(SCC(=O)N2CCCC2=O)nc2ccccc21` in the list: 0.6	4.7
`N#Cc1cnn(-c2ccc([N+](=O)[O-])cc2[N+](=O)[O-])c1N` in the list: -2.5	2.3
`OCC[C@@H]1C[C@H](O)[C@@H](O)[C@@]2(OCc3cc(Cl)ccc32)O1` in the list: -2.0	2.3

Further results.
Wnt bcat act	phage Ecoli inh	SMILES
-1.0	-0.6	Nc1ccc(CC(N)c2csc(Nc3cc(Oc4ccccc4)ncn3)n2)cc1 (stereo not drawn)
-3.0	1.6	CC1(C(=O)Nc2cccc(Oc3ccccc3)c2)Cc2c(-c3ccc4c(c3)OCO4)ccnc2O1 (stereo not drawn)
-2.5	2.8	O=C1c2ccccc2C(c2nnnn2Cc2ccccc2)N1CCCn1ccnc1 (stereo not drawn)
-0.7	1.7	COc1ccc(NC(=O)C2Cc3c(-c4cccc(NC(C)=O)c4)ccnc3O2)cc1OC (stereo not drawn)
-3.8	2.5	CCCCC(=O)N(C)c1c(C)nc2ccc(C(=O)Nc3cccc(OC)c3)cn12
-1.5	0.1	C[C@@H]1ON(C)[C@H]2C[C@H]3c4[nH]c5ccccc5c4CCN3C[C@@H]12
-1.5	5.5	Cc1cc(Br)cn2c(Cc3cccc(F)c3)c(-c3ccc(F)cc3)nc12
1.5	0.9	CCOC(=O)C1=CCN(S(=O)(=O)c2ccccc2Br)C1c1ccc(Cl)c(Cl)c1 (stereo not drawn)
0.0	2.3	C[C@@H]1CN([C@@H](C)CO)S(=O)(=O)c2ccc(Br)cc2O[C@H]1CN(C)C(=O)c1ccncc1
-0.8	4.3	COc1ccccc1C(=O)N/C(=C\c1cn(C)c2ccccc12)C(=O)NCCN1CCOCC1
2.2	2.2	CCNC(=O)C1(C)CCCN(C(=O)CCc2cccs2)C1 (stereo not drawn)
-1.3	2.8	C[C@H](CO)N1C[C@H](C)[C@H](CN(C)Cc2ccncc2)Oc2cc(-c3ccccc3F)ccc2S1(=O)=O
1.5	1.0	CCNC(=O)C1(C)CCN(Cc2ccc(C#N)cc2)C1 (stereo not drawn)
-1.4	-0.5	CSc1nc(N)n2nc(C)cc2n1
-2.4	1.3	COc1ccc(-c2cn(CC[C@@H]3CC[C@H](NC(=O)Cc4ccccn4)[C@@H](CO)O3)nn2)cc1
-4.2	0.2	O=C(NC1CCCCC1)C(c1ccc(C(F)(F)F)cc1)n1c(=O)c(-c2cc3ccccc3[nH]2)nc2ccccc21 (stereo not drawn)
13.3	2.6	C[C@H](NC(=O)c1ncn2c1C(=O)N[C@@H](C)C2)C(=O)OC(C)(C)C
-0.3	2.1	CC(C)(C)c1ccc(S(=O)(=O)NCCN2CCOCC2)cc1
-1.2	2.7	COC(=O)[C@]12C[C@H](CC(=O)N3CCN(C(=O)C4CC4)CC3)C(=O)N(Cc3ccccc3)C1=C[C@H](C(C)(C)C)O[C@@H]2C
-1.1	1.1	Fc1ccc(Nc2cncc(-c3ccsc3)c2)cc1Cl
12.3	3.1	O=C(Nc1ccc2c(c1)OCO2)c1cc(C2CCCN(C(=O)C3CCCCC3)C2)on1 (stereo not drawn)
-0.5	4.2	C[C@H]1CN([C@@H](C)CO)C(=O)CCCn2nncc2CO[C@@H]1CN(C)Cc1ccc(C(=O)O)cc1
1.2	2.1	C#CCOc1ccc(CNC[C@H]2O[C@@H](n3ccc(N)nc3=O)[C@H](O)[C@@H]2O)cc1
-0.2	2.2	CC1CCC(NC(=O)c2nn(C)c(=O)c3ccccc23)CC1 (stereo not drawn)
1.2	4.0	Cn1cc([C@]2(O)C(=O)Nc3ccc(OC(F)(F)F)cc32)c2ccccc21
2.6	5.1	Cc1ccnc(NC(=O)CCNC(=O)c2ccc(Br)cc2)c1
-7.2	0.6	CCOC(=O)[C@]12CCCC=C1N(Cc1cccc3ccccc13)C(=O)[C@H](CC(=O)NCCCCc1ccccc1)C2
3.7	2.4	CCCCN(C(=O)CC1CCCC1)c1c(N)n(Cc2ccccc2)c(=O)[nH]c1=O
-2.6	0.1	COc1ccc(-c2cc(-c3ccccc3)c(-c3ccccc3)nn2)cc1
-2.5	3.2	CC(=O)Nc1ccc(NC(=O)C2(C)Cc3c(-c4ccccc4)ccnc3O2)cc1 (stereo not drawn)
3.3	3.8	CC(=O)Nc1ccc(-c2ccnc3c2CC(C(=O)NCCc2ccccc2)O3)cc1 (stereo not drawn)
2.9	5.5	CCCOc1ccc(/C=C/C(=O)N2CCN(C(=O)c3ccco3)CC2)cc1OC
14.9	21.9*	Oc1ccc(C=NNC(=S)Nc2ccccc2)nc1
17.3	0.6	O=C(Nc1ccccc1F)c1csc(COCCO)n1
-20.2	5.7	OCCN1CN(c2ccccc2)C(=S)N(c2ccccc2)C1
-8.4	4.3	c1cc(C2OCCO2)cs1

Bioassay records: PubChem BioAssay, several laboratories
